High-throughput results deposited in PubChem by National Center for Advancing Translational Sciences (NCATS).
TDP43 rescue – qHTS of TDP-43 Inhibitors | TDP-43 expressing yeast growth rescue, BacTiter-Glo, 24 h | Potency, µM (doses to about 46.1 µM), for the others: top-dose growth rescue (activation), hits mostly activators | 410,000 tested, 1.8% active; note: % of control where 0% means no effect; nearly all actives have a fitted effect of over 50% in size
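Galactose-induced TDP-43 yeast, OD600=0.02, compound pinned; 24 hr, 30 deg C; BacTiter-Glo luminescence for growth. Inhibitors of TDP-43 toxicity read as activators.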
EPAC1 antagonist – qHTS for Antagonist of cAMP-regulated guanine nucleotide exchange factor 3 (EPAC1): primary screen; Rap guanine nucleotide exchange factor 3 (Homo sapiens), O95398; EPAC1 GEF assay, Rap1b-BODIPY-GDP exchange fluorescence; Potency, µM (highest dose often 115 µM), for inactives: at the top dose activity change, negative = inhibition, most hits filed as inhibitors; 360,000 tested, 0.14% active; AID 720709, 2013;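 note: plate controls were vehicle for no effect and positive control for full effect; nearly all actives have a fitted effect of over 50% in size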
aSyn rescue – qHTS of alpha-syn Inhibitors; Yeast expressing alpha-synuclein, growth rescue, BacTiter-Glo, 24 h; Potency, µM (highest dose often 46.1 µM), for the others: top-dose growth rescue (activation), usual class: activators; 370,000 tested, 0.14% active; AID 652106, 2013; note: % of control where 0% means no effect; nearly all actives have a fitted effect of over 65% in size
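Readout is rescue of growth in alpha-synuclein-expressing yeast, so inhibitors of toxicity appear as activators. Growth after 24 hr at 30 deg C in galactose medium is quantified by luminescence.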
FUS yeast rescue – qHTS for Suppressors of FUS Proteinopathy: Primary screen using FUS-linked yeast assay; S. cerevisiae FUS-expressing, growth rescue, OD600, 24 h; 390,000 tested, 0.24% active; AID 1347120, 2019; Potency, µM (titrated, usually from 76.6 µM), inactives show at the top dose growth rescue (activation), usual class: activators;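 note: plate controls were DMSO vehicle for no effect and reference control for full effect; nearly all actives have a fitted effect of over 55% in size; some results filed as inactive show a strong effect at the top dose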
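Compound concentration series was pinned onto galactose-induced FUS-expressing yeast seeded at OD 0.005. Plates sat 24hr at 30C; absorbance at 600 nm gave growth. DMSO served as background control.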
EPAC2 antagonist – qHTS for Antagonist of cAMP-regulated guanine nucleotide exchange factor 2 (EPAC2): primary screen; Rap guanine nucleotide exchange factor 4 (Homo sapiens), Q8WZA2; EPAC2 GEF exchange of Rap1B-BODIPY-GDP, fluorescence; Potency, µM (titrated, usually from 114 µM), for inactives: at the top dose activity, negative = inhibition, usual class: inhibitors; 360,000 tested, 0.18% active; AID 720708, 2013; note: % is set by controls: 0 for no effect and ±100 for the full control effect; nearly all actives have a fitted effect of over 45% in size; many of its hits are not listed in these tables
Target sequence (Q8WZA2 whole entry, looked up): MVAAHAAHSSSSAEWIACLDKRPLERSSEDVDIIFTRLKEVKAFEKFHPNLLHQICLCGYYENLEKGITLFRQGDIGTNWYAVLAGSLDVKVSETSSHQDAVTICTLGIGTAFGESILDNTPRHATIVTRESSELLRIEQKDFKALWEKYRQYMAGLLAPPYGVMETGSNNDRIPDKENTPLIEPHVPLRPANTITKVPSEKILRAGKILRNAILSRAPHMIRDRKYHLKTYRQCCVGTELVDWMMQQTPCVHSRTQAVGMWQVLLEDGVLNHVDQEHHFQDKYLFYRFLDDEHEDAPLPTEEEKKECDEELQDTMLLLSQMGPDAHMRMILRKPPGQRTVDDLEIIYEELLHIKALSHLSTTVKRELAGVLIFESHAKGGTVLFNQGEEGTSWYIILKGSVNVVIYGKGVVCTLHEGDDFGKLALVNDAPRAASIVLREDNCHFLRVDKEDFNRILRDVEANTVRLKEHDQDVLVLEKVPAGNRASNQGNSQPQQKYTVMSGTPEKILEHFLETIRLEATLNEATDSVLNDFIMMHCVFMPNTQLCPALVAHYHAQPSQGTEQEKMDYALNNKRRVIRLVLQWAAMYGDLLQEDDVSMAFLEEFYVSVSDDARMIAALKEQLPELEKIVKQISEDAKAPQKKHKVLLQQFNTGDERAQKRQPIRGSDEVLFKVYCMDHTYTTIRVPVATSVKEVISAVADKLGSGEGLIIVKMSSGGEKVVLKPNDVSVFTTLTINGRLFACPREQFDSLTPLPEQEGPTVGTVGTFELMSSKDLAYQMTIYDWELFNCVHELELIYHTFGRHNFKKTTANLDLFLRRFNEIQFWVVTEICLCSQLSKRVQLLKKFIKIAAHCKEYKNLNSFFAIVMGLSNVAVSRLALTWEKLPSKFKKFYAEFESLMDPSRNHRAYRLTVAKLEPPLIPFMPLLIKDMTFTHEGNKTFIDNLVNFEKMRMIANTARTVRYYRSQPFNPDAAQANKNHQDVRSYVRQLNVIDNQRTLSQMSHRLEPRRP
PTHR1 ag – qHTS for PTHR1 Agonists: Primary Screen. Parathyroid hormone/parathyroid hormone-related peptide receptor (Homo sapiens), Q03431. HEK293 GP2 PTHR1 cells, GloSensor cAMP luminescence, 1 h. Potency, µM (highest dose often 115 µM), inactives show at the highest dose activation, most hits filed as activators. 410,000 tested, 0.075% active. AID 743266, 2014; note: nearly all actives have a fitted effect of over 55% in size; some results filed as inactive show a strong effect at the top dose; inactives centre near -15; many of its hits are not listed in these tables
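HEK-293-derived GP2 cells expressing PTHR1 and a GloSensor cAMP reporter, 3,000/well, plated overnight, given luciferin plus IBMX (each 0.5 mM as added) for 1 h at 37 °C, then compound for 1 h at 37 °C. Luminescence was read after 15 min at room temperature.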
EPAC1 ag – qHTS for Agonist of cAMP-regulated guanine nucleotide exchange factor 3 (EPAC1): primary screen; Rap guanine nucleotide exchange factor 3 (Homo sapiens), O95398; Potency, µM (titrated, usually from 154 µM), inactives show top-dose activation, actives largely listed as activators; AID 720707, 2013; 360,000 tested, 0.073% active; EPAC1 agonist qHTS, biochemical assay; response scale: 100% = response to 6.5 mM cAMP; note: nearly all actives have a fitted effect of over 60% in size
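Nucleotide exchange assay: 100 nM EPAC1 with 250 nM Rap1B loaded with BODIPY-GDP and 50 uM GDP, room temperature. Fluorescence (480/540 nm) read every 5 min for 30 min; signal change normalized to 6.5 mM cAMP as full agonist.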
EPAC2 ag – qHTS for Agonist of cAMP-regulated guanine nucleotide exchange factor 4 (EPAC2): primary screen | Rap guanine nucleotide exchange factor 4 (Homo sapiens), Q8WZA2 | EPAC2 activation, biochemical qHTS; response scale: 100% = 6.5 mM cAMP response | Potency, µM (highest dose often 154 µM), for inactives: at the highest dose activation, usual class: activators | 360,000 tested, 0.079% active | AID 720711, 2013; note: nearly all actives have a fitted effect of over 50% in size
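Fluorescence exchange assay: 100 nM EPAC2 with 250 nM RAP1B-BODIPY-GDP and 50 uM GDP; compounds tested as a concentration-titration series (qHTS). Loss of Rap1-bound BODIPY-GDP fluorescence read at 480/540 nm; data normalized to 6.5 mM cAMP.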
* hit, by the source's call; [ ] = another dose, or the depositor's remark. Calls come from the whole dose curve; as a rule, active = well fitted curve in the direction sought with a large enough effect; inconclusive = small, poorly fitted or top-dose-only effect, or another doubt; inactive = no such curve, though single readings can be large; an effect the other way counts as inactive or inconclusive. Potency is the fitted concentration of half-maximal effect.

CCc1nc2c(OCCc3cccc(OC)c3)cccn2c1N(C)C(=O)c1ccc(OC)cc1 was read as TDP43 rescue 8%, EPAC1 antagonist -12%, aSyn rescue 11%, FUS yeast rescue 28%, EPAC2 antagonist 0%, PTHR1 ag -55%[inhibitor], EPAC1 ag 7% and EPAC2 ag 2%.
`CCc1nc2ccc(C(=O)N(CC)CCN(C)C)cn2c1N(C)Cc1nccs1` gave TDP43 rescue 18%, EPAC1 antagonist -26%, aSyn rescue 0%, FUS yeast rescue -17%, EPAC2 antagonist -6%, PTHR1 ag inactive, EPAC1 ag 1% and EPAC2 ag 5%.
`Cn1nnnc1SCC(=O)NCc1cc([N+](=O)[O-])ccc1O` gave TDP43 rescue -2%, EPAC1 antagonist inconclusive, aSyn rescue 1%, FUS yeast rescue 8%, EPAC2 antagonist 3%, PTHR1 ag inactive, EPAC1 ag 15% and EPAC2 ag 6%.
Screening CN(Cc1ccc(C#CCCO)cc1)CC1CCCN(CCc2ccc(Cl)cc2)C1 (configuration not stated) returned TDP43 rescue 16%, EPAC1 antagonist -2%, aSyn rescue 9%, FUS yeast rescue -9%, EPAC2 antagonist 11%, PTHR1 ag inactive, EPAC1 ag -7% and EPAC2 ag -2%.
`O=C(NNC(=O)NC1CCCCC1)NC1CCCCC1` gave TDP43 rescue 4%, EPAC1 antagonist -25%, aSyn rescue 5%, FUS yeast rescue -6%, EPAC2 antagonist -3%, PTHR1 ag inactive, EPAC1 ag -1% and EPAC2 ag -1%.
`Cc1ccnc(NCc2ccccc2O)c1` gave EPAC1 antagonist -10%, aSyn rescue -5%, FUS yeast rescue -4%, EPAC2 antagonist -6%, PTHR1 ag -19%, EPAC1 ag 9% and EPAC2 ag 4%.
For COc1cc(NC(=O)c2ccc3c(=O)n(Cc4ccco4)c(=S)[nH]c3c2)cc(OC)c1OC the results were TDP43 rescue 0%, EPAC1 antagonist 14%, aSyn rescue -8%, FUS yeast rescue 49%, EPAC2 antagonist 13%, PTHR1 ag -18%, EPAC1 ag 0% and EPAC2 ag 2%.
`CCc1cc2c(=O)c(Oc3ccccc3F)c(C)oc2c(CN(C)C)c1O` gave TDP43 rescue -10%, EPAC1 antagonist 10%, aSyn rescue -2%, FUS yeast rescue 13%, EPAC2 antagonist 17%, PTHR1 ag inactive, EPAC1 ag 4% and EPAC2 ag 3%.
O=C(Cn1cnc2c(nnn2Cc2ccccc2)c1=O)c1ccc(Cl)cc1 was read as TDP43 rescue -9%, EPAC1 antagonist -14%, aSyn rescue -2%, FUS yeast rescue -2%, EPAC2 antagonist 9%, PTHR1 ag -24%, EPAC1 ag -16% and EPAC2 ag 10%.
`CN(NC(=O)c1ccccc1)C1=NS(=O)(=O)c2ccccc21` gave TDP43 rescue -8%, EPAC1 antagonist 10%, aSyn rescue -9%, FUS yeast rescue 4%, EPAC2 antagonist -4%, PTHR1 ag -3%, EPAC1 ag 9% and EPAC2 ag 12%.
Screening Cc1ccccc1NC(=O)Cn1nnc2sc3c(c2c1=O)CC(C)(C)OC3 returned TDP43 rescue -6%, EPAC1 antagonist 9%, aSyn rescue 4%, FUS yeast rescue -9%, EPAC2 antagonist -6%, PTHR1 ag -14%, EPAC1 ag 14% and EPAC2 ag 4%.
COc1ccc(S(=O)(=O)N(C)CC(=O)Nc2ccc3c(c2)OCCO3)cc1 was read as TDP43 rescue 15%, EPAC1 antagonist 5%, aSyn rescue 3%, FUS yeast rescue -1%, EPAC2 antagonist -3%, PTHR1 ag -23%, EPAC1 ag -3% and EPAC2 ag 7%.
For O=C(O)CCC(=O)/C=C/c1ccccc1 the results were TDP43 rescue 4%, EPAC1 antagonist -9%, aSyn rescue inconclusive, FUS yeast rescue 0%, EPAC2 antagonist 4%, PTHR1 ag inactive, EPAC1 ag 2% and EPAC2 ag 6%.
CCC(CC)COC(=O)C1=C(C)NC(=O)NC1c1cccc([N+](=O)[O-])c1 (configuration not stated) was read as TDP43 rescue -19%, EPAC1 antagonist -13%, aSyn rescue 7%, FUS yeast rescue 11%, EPAC2 antagonist -9%, PTHR1 ag -39%[inhibitor], EPAC1 ag -13% and EPAC2 ag -10%.
Screening CC1CCN(C(=O)CCc2nnc(-c3ccccc3)o2)CC1 returned TDP43 rescue -30%, EPAC1 antagonist -4%, aSyn rescue -2%, FUS yeast rescue 8%, EPAC2 antagonist 1%, PTHR1 ag -15%, EPAC1 ag -16% and EPAC2 ag 1%.
CN(C(=O)CSc1nnc(-c2ccco2)n1N)C1CCCCC1 was read as TDP43 rescue -16%[9.22 µM], EPAC1 antagonist -10%, aSyn rescue -1%, FUS yeast rescue 16%, EPAC2 antagonist 7%, PTHR1 ag inactive, EPAC1 ag -4% and EPAC2 ag 12%.
O=C(CSc1nnc(N2CCOCC2)n1-c1cccc(F)c1)N1CCN(c2ccccn2)CC1 was read as TDP43 rescue 12%, EPAC1 antagonist 14%, aSyn rescue -8%, EPAC2 antagonist 17%, PTHR1 ag inactive, EPAC1 ag 4% and EPAC2 ag -3%.
For COC(=O)CSc1nnc(CNc2ccc(Cl)cc2)n1Cc1ccccc1 the results were TDP43 rescue inconclusive, EPAC1 antagonist -5%, aSyn rescue 0%, FUS yeast rescue 15%, EPAC2 antagonist -8%, PTHR1 ag -5%[57.5 µM], EPAC1 ag 12% and EPAC2 ag 0%.
`Cc1ccc2nc(C)c(C)nc2c1N` gave TDP43 rescue 14%, EPAC1 antagonist 6%, aSyn rescue 4%, FUS yeast rescue -32%, EPAC2 antagonist 7%, PTHR1 ag inactive, EPAC1 ag -8% and EPAC2 ag -2%.
Screening CCCCN(C(=O)C1CCN(C(=O)c2ccccc2C)CC1)c1c(N)n(CC(C)C)c(=O)[nH]c1=O returned TDP43 rescue -4%, EPAC1 antagonist 3%, aSyn rescue 11%, FUS yeast rescue -10%, EPAC2 antagonist -1%, PTHR1 ag inconclusive, EPAC1 ag 3% and EPAC2 ag 1%.

As a short view, 4 of the compounds above.
For COc1cc(NC(=O)c2ccc3c(=O)n(Cc4ccco4)c(=S)[nH]c3c2)cc(OC)c1OC the results were TDP43 rescue 0%, EPAC1 antagonist 14%, aSyn rescue -8%, FUS yeast rescue 49%, EPAC2 antagonist 13%, PTHR1 ag -18%, EPAC1 ag 0% and EPAC2 ag 2%.
`CCc1cc2c(=O)c(Oc3ccccc3F)c(C)oc2c(CN(C)C)c1O` gave TDP43 rescue -10%, EPAC1 antagonist 10%, aSyn rescue -2%, FUS yeast rescue 13%, EPAC2 antagonist 17%, PTHR1 ag inactive, EPAC1 ag 4% and EPAC2 ag 3%.
O=C(Cn1cnc2c(nnn2Cc2ccccc2)c1=O)c1ccc(Cl)cc1 was read as TDP43 rescue -9%, EPAC1 antagonist -14%, aSyn rescue -2%, FUS yeast rescue -2%, EPAC2 antagonist 9%, PTHR1 ag -24%, EPAC1 ag -16% and EPAC2 ag 10%.
`CN(NC(=O)c1ccccc1)C1=NS(=O)(=O)c2ccccc21` gave TDP43 rescue -8%, EPAC1 antagonist 10%, aSyn rescue -9%, FUS yeast rescue 4%, EPAC2 antagonist -4%, PTHR1 ag -3%, EPAC1 ag 9% and EPAC2 ag 12%.

Additional results
For COc1ccc(Cc2nnc(NC(=O)c3ccc(OC)c(OC)c3)s2)cc1OC the results were TDP43 rescue -3%, EPAC1 antagonist -7%, aSyn rescue 4%, FUS yeast rescue 15%, EPAC2 antagonist -1%, PTHR1 ag -8%, EPAC1 ag 4% and EPAC2 ag -5%.
`CC(OC(=O)c1cccc(-n2cnnn2)c1)C(=O)Nc1cccc(Cl)c1` (configuration not stated) gave TDP43 rescue 21%, EPAC1 antagonist 9%, aSyn rescue 2%, FUS yeast rescue -6%, EPAC2 antagonist -4%, PTHR1 ag -84%[inhibitor], EPAC1 ag -5% and EPAC2 ag -6%.
For CNc1oc(-c2ccccc2Cl)nc1P(=O)(c1ccccc1)c1ccccc1 the results were TDP43 rescue inconclusive, EPAC1 antagonist inconclusive, aSyn rescue 17%, FUS yeast rescue inconclusive, EPAC2 antagonist -19%, PTHR1 ag -3%, EPAC1 ag 17% and EPAC2 ag 13%.
Screening O=C(/C=C/c1ccccc1)OCN1C(=O)c2ccccc2C1=O returned TDP43 rescue inconclusive, EPAC1 antagonist 1%, aSyn rescue inconclusive, FUS yeast rescue 18%, EPAC2 antagonist -11%, PTHR1 ag inactive, EPAC1 ag 5% and EPAC2 ag 20%.
COc1cc(NS(=O)(=O)c2ccc(NC(=S)NC(=O)c3ccccc3)cc2)nc(OC)n1 was read as TDP43 rescue -2%, EPAC1 antagonist -7%, aSyn rescue 0%, FUS yeast rescue 32%, EPAC2 antagonist -21%, PTHR1 ag inactive, EPAC1 ag -8% and EPAC2 ag -4%.
Screening Oc1c(Cl)cc(Cl)c(Cl)c1CN1CCOCC1 returned TDP43 rescue -25%, EPAC1 antagonist 24%, aSyn rescue -5%, FUS yeast rescue 13%, EPAC2 antagonist -10%, PTHR1 ag inactive, EPAC1 ag -1% and EPAC2 ag 10%.
`CCCCNC(=O)C1c2cc(OC)c(OC)cc2C(=O)N(C)C1c1cccs1` (configuration not stated) gave EPAC1 antagonist inconclusive, aSyn rescue 0%, FUS yeast rescue 9%, EPAC2 antagonist -7%, PTHR1 ag -23%, EPAC1 ag 7% and EPAC2 ag 4%.
`N#Cc1ccccc1OCCCN1CCC(C(O)(c2ccccc2)c2ccccc2)CC1` gave TDP43 rescue 15%, EPAC1 antagonist -16%, aSyn rescue 2%, FUS yeast rescue 16%, EPAC2 antagonist 7%, PTHR1 ag inactive, EPAC1 ag -10% and EPAC2 ag 6%.

The list is partial; rates above refer to the full screens.
